TDP43 rescue = inhibitors of TDP-43 toxicity in yeast. 410,000 tested, 1.8% active. AID 652104. TDP-43 expressing yeast growth rescue, BacTiter-Glo, 24 h. Potency, µM (doses to about 46.1 µM), for the others: at the highest dose growth rescue (activation), usual class: activators; note: % of control where 0% means no effect; nearly all actives have a fitted effect of over 50% in size
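In this qHTS, compounds that restore growth of yeast expressing TDP-43 appear as activators. Cells (OD600=0.02, galactose medium, raffinose-pregrown) are incubated with compound 24 hr at 30 deg C and growth is quantified by BacTiter-Glo.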
HT1080-NT tox = kills 2HG-producing HT-1080-NT fibrosarcoma cells. HT-1080-NT fibrosarcoma viability, CellTiter-Glo ATP luminescence, 48 h. 360,000 tested, 1.6% active. Potency, µM (doses to about 46.1 µM), for inactives: at the highest dose activity, negative = less viability, most hits filed as cytotoxic. AID 686970;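 note: NT is the 2HG producing partner of a matched IDH1 knockdown line; 0% = DMSO-treated cells and -100% = media-only wells without cells; nearly all actives have a fitted effect of over 55% in size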
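Read-out is CellTiter-Glo luminescence after 10 minutes at room temperature, following 48 hours' compound treatment of HT-1080-NT cells (750 cells/well, RPMI, 5% FBS, 37 degrees C).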
SW480 rereplic = inducers of DNA re-replication in SW480 colon cancer cells; SW480 DNA re-replication, Hoechst DNA content imaging, 48 h; Potency, µM (doses to about 46.1 µM), inactives show top-dose re-replication activation, actives largely listed as activators; 340,000 tested, 1.8% active; AID 624297; note: % of control where 0% means no effect; nearly all actives have a fitted effect of over 55% in size
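Image-based read-out: total Hoechst fluorescence of nuclei (405 nm excitation, 500-530 nm emission), with hits raising the fraction of high-intensity nuclei. SW480 colon cells incubated 48 hr with compounds at 37 C.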
GLP1R inv ag = inverse agonists of human GLP-1 receptor. HEK293 GLP-1R CRE-luciferase, luminescence, 24 h; GLP-1R form is constitutively active. Potency, µM (series often up to 38.3 µM), inactives show at the top dose activity change, negative = inhibition, usual class: inhibitors. 410,000 tested, 1.6% active. AID 624417; note: % is set by controls: 0 for no effect and ±100 for the full control effect; nearly all actives have a fitted effect of over 55% in size
Target sequence (P43220 whole entry, looked up): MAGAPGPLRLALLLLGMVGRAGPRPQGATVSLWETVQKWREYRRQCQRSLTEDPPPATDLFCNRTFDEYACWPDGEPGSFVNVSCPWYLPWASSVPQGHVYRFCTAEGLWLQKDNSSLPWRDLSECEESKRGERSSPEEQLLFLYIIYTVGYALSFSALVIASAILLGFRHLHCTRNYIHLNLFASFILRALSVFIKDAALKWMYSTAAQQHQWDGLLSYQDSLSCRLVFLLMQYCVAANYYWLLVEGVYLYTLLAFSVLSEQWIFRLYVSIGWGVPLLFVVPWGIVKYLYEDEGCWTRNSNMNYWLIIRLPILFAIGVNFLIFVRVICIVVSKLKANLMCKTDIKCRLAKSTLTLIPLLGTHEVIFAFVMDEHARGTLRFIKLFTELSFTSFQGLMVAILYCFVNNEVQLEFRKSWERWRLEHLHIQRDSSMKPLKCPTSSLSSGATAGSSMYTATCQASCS
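Inverse agonists were sought by their lowering of basal cAMP reporter luciferase output in HEK293 cells stably carrying constitutively active human GLP-1R, after 24 h compound treatment.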
KB-3-1 tox = KB-3-1 parental cell cytotoxicity; 400,000 tested, 1.4% active; Potency, µM (highest dose often 46.1 µM), without a hit: at the top dose activity change, negative = cytotoxic, most hits filed as cytotoxic; AID 1347075; KB-3-1 viability, CellTiter-Glo ATP luminescence, 72 h; note: % is set by controls: 0 for no effect and ±100 for the full control effect; nearly all actives have a fitted effect of over 60% in size
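Using CellTiter-Glo luminescence, growth of non-resistant KB-3-1 adenocarcinoma cells is assessed 72 h after pin-tool compound addition at 37 °C. Normalized responses across the concentration series yield fitted curves.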
GLP1R cytotox = cytotoxicity in counter-screen for GLP-1R inverse agonists. HEK293 cAMP-luciferase reporter cells, luminescence, 24 h. AID 624418. Potency, µM (doses to about 38.3 µM), for the others: top-dose activity change, negative = inhibition, usual class: inhibitors. 410,000 tested, 0.13% active;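 note: loss of luciferase light is scored as toxicity; % is set by controls: 0 for no effect and ±100 for the full control effect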
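MLSMR compounds, 24 hr on cells at 37 deg C/5% CO2; luminescence after luciferase reagent (12 min RT). Inhibition counted as the undesired cytotoxic outcome.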
HT1080 IDH1KD tx = HT-1080 IDH1 knockdown cell toxicity (counter line); 360,000 tested, 2% active; HT-1080 IDH1 knockdown viability, ATP luminescence, 48 h; Potency, µM (top dose mostly 46.1 µM), for the others: at the highest dose activity, negative = toxicity, hits mostly cytotoxic;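 note: 0% = DMSO wells and -100% = cell-free medium wells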
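Assay cells: HT-1080 with IDH1 knockdown, 750 per well, RPMI/5% FBS. Exposure: 48 h at 37 °C following 2 h pre-incubation. Read: CellTiter-Glo luminescence; fitted concentration-response, curve class assigned.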
KB-V1 MDR tox = KB-V1 MDR subline cytotoxicity; AID 1347076; 400,000 tested, 3.4% active; KB-V1 MDR cells viability, CellTiter-Glo, 72 h; Potency, µM (series often up to 46.1 µM), inactives show at the highest dose activity change, negative = cytotoxicity, usual class: cytotoxic; note: % is set by controls: 0 for no effect and ±100 for the full control effect; nearly all actives have a fitted effect of over 60% in size
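KB-V1 cells (P-gp-expressing MDR subline of KB-3-1) in phenol-red-free DMEM with 10% FBS were exposed to library compounds over a concentration series for 72 h at 37 degrees C. Viability read by CellTiter-Glo luminescence; concentration-effect curves fitted after normalization.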
GLP1R ag = agonists of human GLP-1 receptor. P43220. HEK293 GLP-1R CRE-luciferase, luminescence, 4-6 h; cells express a hypersensitive GLP-1R form. Potency, µM (doses to about 45.6 µM), for the others: top-dose activation, actives largely listed as activators. 380,000 tested, 0.007% active; note: % of control where 0% means no effect
The depositor's hits bear a star; u = inconclusive; x = no result given; [ ] = dose if it differs, or a comment. Calls come from the whole dose curve; as a rule, active = well fitted curve in the direction sought with a large enough effect; inconclusive = small, poorly fitted or top-dose-only effect, or another doubt; inactive = no such curve, though single readings can be large; an effect the other way counts as inactive or inconclusive. Potency is the fitted concentration of half-maximal effect.

Every second line gives: TDP43 rescue	HT1080-NT tox	SW480 rereplic	GLP1R inv ag	KB-3-1 tox	GLP1R cytotox	HT1080 IDH1KD tx	KB-V1 MDR tox	GLP1R ag
- CCOC(=O)c1cc2c(=O)n3ccccc3nc2n(CC2CCCO2)c1=NC(=O)c1ccccc1F (configuration not stated)
  14.6%	x	x	15.9%	7.2%	76.2%[activator]	x	10.0%	x
- O=C(O)c1ccn2c(C(=O)c3ccc(Cl)cc3)c(-c3ccccc3)cc2c1
  5.6%	-12.3%	-30.6%[inhibitor]	7.3%	1.6%	-10.4%	-5.6%	-3.0%	13.1%
- COC(=O)c1ccc(Oc2nc3c(c(=O)n(C)c(=O)n3C)n2Cc2ccc(Cl)c(Cl)c2)cc1
  -3.3%	x	x	11.0%	3.4%	9.2%	x	-7.4%	x
- Nc1ccc(C(=O)OCC(=O)Nc2ccc([N+](=O)[O-])cc2C(F)(F)F)cc1
  u	0.2%	-0.5%	20.4%	3.8%	6.9%	7.1%	u	11.0%
- CC(C)(C)OC(=O)N1CCC[C@H]1c1nnc(SCc2ccccc2Cl)o1
  12.8%	0.8%	2.1%	u	7.6%	-12.8%	6.5%	u	2.5%
- CCCCCN(C(=O)CN(C)Cc1ccc(OC)cc1OC)c1c(N)n(CCCC)c(=O)[nH]c1=O
  -8.5%	-22.5%	0.1%[9.22 µM]	-23.5%	-2.8%	-23.4%	-0.4%	3.3%	8.1%
- Cc1cccc(C(=O)O/N=C(\N)c2ccc(Cl)cc2)c1
  10µM*	0.9%	18.2%	9.0%	-3.3%	1.5%	12.8%	21.7%	-1.2%
- O=C(CN1CCN(S(=O)(=O)/C=C/c2ccccc2)CC1)Nc1ccc(N2CCOCC2)cc1
  23.2%	1.9%	-3.3%	19.3%	-11.5%	-1.2%	-2.0%	-10.2%	10.8%
- C=CCN(CC=C)C(=O)Cc1ccc(F)cc1
  16.1%	-3.1%	2.0%	8.9%	-9.2%	1.4%	3.9%	-15.2%	-3.7%
- O=C(c1ccc(Cn2cc(Br)cn2)cc1)N1N=C(C(F)F)CC1(O)C(F)F (configuration not stated)
  -3.7%	-11.2%	-0.4%	u	17.0%	-25.3%	-1.1%	-6.6%	3.5%
- CNc1nc(Nc2ccc(C)c(Cl)c2)c2cnn(C)c2n1
  14.1µM*	-24.8%	-23.7%	u	u	-18.1%	u	u	2.4%
- CCOC(=O)CNc1nc(OCC#N)nc(N2CCOCC2)n1
  -6.6%	9.1%	3.7%	18.8%	3.5%	3.4%	12.4%	-1.8%	5.9%
- COc1cccc2c1C1COC3C4CC(C(=O)O)C(C(C2)N13)N4C (configuration not stated)
  -2.6%	5.8µM*	u	3.98µM*	u	u	7.31µM*	16.4µM*	-6.5%
- O=C(NN=Cc1ccc(OC(F)F)cc1)c1ccc(NS(=O)(=O)c2cccs2)cc1
  2.2%	-1.0%	u	-18.3%	1.9%	1.0%	-2.3%	u	2.5%
- CC1(C)O[C@@H]2[C@H](O1)[C@@H](CO)O[C@H]2n1c(N2CCCCC2)nc2c(N)ncnc21
  0.0%	0.0%	-7.4%	-8.9%	13.3%	-11.2%	2.8%	-4.0%	19.6%
- Cn1c(-c2ccccc2F)cc2onc(-c3ccccc3)c2c1=O
  20µM*	14.1%	-10.2%	-2.9%	u	3.3%	24.4%	u	3.9%
- COC(=O)c1c(C)nc(C)c(C(=O)OC)c1-c1ccc(OC)c(OC)c1
  -17.5%	-2.4%	5.8%	15.5%	0.0%	1.5%	-4.2%	-1.3%	14.5%
- COc1ccc(NC(=O)CSc2nc3ccccc3c(=O)n2CCCC(=O)NCC2CCCO2)c(OC)c1 (configuration not stated)
  9.2%	16.1%	u	12.1%	-15.2%	-5.9%	5.6%	-2.3%	-2.5%
- C=C(C)COc1ccc2c(C)c(CC(=O)N3C[C@H]4C[C@@H](C3)c3cccc(=O)n3C4)c(=O)oc2c1C
  2.6%	11.3%	-18.1%	3.5%	u	7.0%	9.8%	0.0%	10.2%
- Cc1cc(C)n(-c2ccc(NC(=O)C3CCCCN3C(=O)c3cc(C)oc3C)cc2)n1 (configuration not stated)
  6.2%	-7.7%	2.5%	u	u	-12.2%	0.0%	0.0%	6.5%
- Cc1ccccc1OCCC(=O)N1CCN(S(=O)(=O)c2ccc(F)cc2)CC1
  30.0%	-7.2%	15.7%	-24.6%	x	8.5%	-16.3%	x	8.3%
- O=C(Cc1cccc(C(F)(F)F)c1)Nc1ccc(S(=O)(=O)N2CCCC2)cc1
  0.0%	4.7%	3.7%	u	-7.7%	-22.7%	-0.6%	u	-2.1%
- COC(=O)c1cc(C(=O)OCC(=O)c2ccc[nH]2)cc([N+](=O)[O-])c1
  -6.6%	1.0%	u	6.5%	2.8%	5.0%	0.6%	u	-9.8%
- CO/N=C/C(c1ccc(Cl)nc1)S(=O)(=O)c1ccccc1 (configuration not stated)
  11.8%	19.9%	-0.6%	0.1%	-5.4%	2.9%	-1.6%	-10.3%	3.5%
- COc1cc(CN2CCc3ccccc3C2)ccc1O
  5.6%	u	u	u	2.91µM*	-5.7%	u	13µM*	6.9%
- COc1ccc(CN2C(=O)C(=O)N(CC(N)=O)C2=O)cc1
  -1.4%	15.2%	-132.6%[inhibitor]	1.5%	8.8%	9.0%	7.7%	-20.5%	0.5%
- CCOC(=O)c1c(C)c(C#N)c2c3ccccc3ccn12
  12.3%	28.2%	-2.9%	2.2%	4.0%	-5.1%	17.6%	-1.6%	-11.9%
- COc1ccc(N=C2C(=Nc3ccc(OC)cc3)N(c3ccc(N(C)C)cc3)C(=S)N2c2ccc(OC)cc2)cc1
  -19.4%	u	0.4%	6.2%	-3.7%	7.4%	u	24.1%	0.8%
- Cc1ccc(NC(=O)Cn2c(=O)n(CCC(=O)N3CCc4ccccc4C3)c(=O)c3ccccc32)cc1
  11.6%	x	x	5.8%	0.2%	0.7%	x	7.9%	-0.3%
- COc1ccc(C)cc1NC(=O)C1CCN(S(=O)(=O)c2ccc3c(c2)CCCN3C(C)=O)CC1
  9.6%	x	x	11.9%	6.3%	-6.0%	x	9.2%	x

Arranged by value in GLP1R ag (rising): some entries from above
smiles,GLP1R ag
COc1ccc(N=C2C(=Nc3ccc(OC)cc3)N(c3ccc(N(C)C)cc3)C(=S)N2c2ccc(OC)cc2)cc1,0.8%
CCCCCN(C(=O)CN(C)Cc1ccc(OC)cc1OC)c1c(N)n(CCCC)c(=O)[nH]c1=O,8.1%
Cc1ccccc1OCCC(=O)N1CCN(S(=O)(=O)c2ccc(F)cc2)CC1,8.3%
COC(=O)c1c(C)nc(C)c(C(=O)OC)c1-c1ccc(OC)c(OC)c1,14.5%

Other structures follow:
Every second line gives: TDP43 rescue	HT1080-NT tox	SW480 rereplic	GLP1R inv ag	KB-3-1 tox	GLP1R cytotox	HT1080 IDH1KD tx	KB-V1 MDR tox	GLP1R ag
- CC1CCC(NC(=O)c2cc3ccccc3cc2O)CC1 (configuration not stated)
  18.7%	-5.4%	-19.8%	u	4.9%	9.4%	-3.4%	-0.6%	6.4%
- COc1ccc(C(=O)OCC(=O)NC2CC2)cc1F
  0.0%	-4.7%	-9.7%	20.0%	-3.8%	-0.5%	-2.9%	3.6%	7.8%
- COCc1ccc(CN2CCC(N3CCC(C(=O)N4CCCC4)CC3)CC2)o1
  9.9%	6.9%	-1.5%	-11.9%	1.4%	4.2%	6.5%	0.0%	1.7%
- COc1ccc(-c2c3c(=O)n(C)c(=O)n(C)c3c3n2-c2ccccc2NC3c2ccc(O)cc2O)cc1 (configuration not stated)
  -3.9%	x	x	u	u	1.0%	x	6.7%	x
- O=C(CNC(=O)c1ccc(Cl)cc1)c1ccc(Cl)cc1
  -13.6%	17.6%	-5.7%	-7.5%	8.7%	5.1%	11.5%	6.7%	7.3%
- CCn1c(SCc2nc3ccccc3[nH]2)nnc1-c1cccs1
  -1.4%	-2.6%	-8.6%	4.3%	-2.9%	4.3%	1.3%	8.2µM*	5.6%
- O=C(Nc1ccc2c(c1)CCC2)c1cccc(OC(F)F)c1
  u	-1.8%	4.3%	u	-4.0%	-4.8%	2.0%	7.4%	17.8%
- O=C(c1ccco1)N1N=C(c2cccs2)CC1c1ccccc1O (configuration not stated)
  11.5%	-1.8%	7.4%	u	x	u	u	x	-6.9%
- Cc1cc(N(CCO)CCO)ccc1C(c1ccc(N(CCO)CCO)cc1C)c1ccccc1Cl
  -16.4%	-14.1%	-5.3%	0.0%	u	u	-6.4%	17.1%	-8.7%
- O=C(CSCc1ccccc1Cl)N/N=C/c1ccco1
  12.6µM*	25.2%	-2.1%	-44.7%	6.6%	-12.4%	25.7%	0.1%	2.6%
- CC1(C)CC(=O)C(C=Nc2ccc(O)cc2)=C(O)C1
  -25.8%	u	-8.5%	8.6%	-17.4%	-10.6%	-2.1%[9.24 µM]	-11.5%	0.2%

One compound at a time, from the list above:
COc1ccc(CN2C(=O)C(=O)N(CC(N)=O)C2=O)cc1 in the list: TDP43 rescue: -1.4%; HT1080-NT tox: 15.2%; SW480 rereplic: -132.6%[inhibitor]; GLP1R inv ag: 1.5%; KB-3-1 tox: 8.8%; GLP1R cytotox: 9.0%; HT1080 IDH1KD tx: 7.7%; KB-V1 MDR tox: -20.5%; GLP1R ag: 0.5%
Cc1cc(C)n(-c2ccc(NC(=O)C3CCCCN3C(=O)c3cc(C)oc3C)cc2)n1 (configuration not stated) in the list: TDP43 rescue: 6.2%; HT1080-NT tox: -7.7%; SW480 rereplic: 2.5%; GLP1R inv ag: u; KB-3-1 tox: u; GLP1R cytotox: -12.2%; HT1080 IDH1KD tx: 0.0%; KB-V1 MDR tox: 0.0%; GLP1R ag: 6.5%

Compound activity from PubChem.
